mHTT-CaM PPI inh: inhibitors of human mutant huntingtin-calmodulin interaction; P42858; AlphaScreen His-mHTT/GST-CaM binding, luminescence; inhibition, % at 15 µM; 3.6% of 190,000 active; AID 1671202;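 further: 0% = both proteins with DMSO and 100% = one protein alone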
Pf apPOL inh: Pf-apPOL DNA polymerase inhibition; Recombinant Pf-apPOL, molecular beacon fluorescence, 1.5 h; inhibition, % at 10 µM; 0.25% of 210,000 active; AID 1794808
An asterisk follows results filed as active; i = inactive; / = no result given; & = joins results of further samples. No stated cut-off is given here; in the data, active means inhibition above about 50%; inactive means the rest. Outcome played no part in choosing rows; 3.5% or so of the library scored in one or more.

SMILES: O=C(NC1CC2CC1N(C(=O)c1ccccc1Cl)C2)c1cccnc1 (centres undefined)
- mHTT-CaM PPI inh: 1.4
- Pf apPOL inh: 1.3

SMILES: O=C(c1ccccc1)N1CCC(COc2ccccc2C(=O)N2CCCC2)CC1
- mHTT-CaM PPI inh: -4.8
- Pf apPOL inh: 2.3

SMILES: O=C(CN(c1ccc(F)cc1)S(=O)(=O)c1ccc2c(c1)OCCO2)N1CCCC1
- mHTT-CaM PPI inh: 3.6
- Pf apPOL inh: -7.6

SMILES: O=C(CSc1nnc(-c2ccncc2)n1Cc1ccccc1)Nc1nnc(-c2ccco2)s1
- mHTT-CaM PPI inh: /
- Pf apPOL inh: 7.2

SMILES: Cc1nc(-c2ccc([N+](=O)[O-])cc2)nc2ccccc12
- mHTT-CaM PPI inh: 5.9
- Pf apPOL inh: -12.5

SMILES: Cc1ccc(C2CN(C(=O)c3ccccc3C)CC2C(=O)NCc2ccccn2)cc1 (centres undefined)
- mHTT-CaM PPI inh: 12.5
- Pf apPOL inh: -4.5

SMILES: COc1ccc(C=CC(=O)NCCC(O)c2ccoc2)cc1OC (centres undefined)
- mHTT-CaM PPI inh: 2.8
- Pf apPOL inh: -5.0

SMILES: CC(=O)NC1CCN(S(=O)(=O)c2ccccc2)C1 (centres undefined)
- mHTT-CaM PPI inh: -0.1
- Pf apPOL inh: 1.5

SMILES: O=C(NCc1ccccc1Cl)c1ccc2nc3cc(Cl)ccc3c(=O)n2c1
- mHTT-CaM PPI inh: 14.0
- Pf apPOL inh: -6.4

SMILES: O=C(CN1C(=O)CSCC1=O)Nc1ccc2c(c1)OCO2
- mHTT-CaM PPI inh: -6.2
- Pf apPOL inh: 3.5

SMILES: CN(N)c1nc(N2CCCC2)nc(N2CCCC2)n1
- mHTT-CaM PPI inh: 4.8
- Pf apPOL inh: 1.4

SMILES: S=C(NC1CCCCC1)Sc1ccc(Cl)cc1
- mHTT-CaM PPI inh: /
- Pf apPOL inh: 1.2

SMILES: CC1(C)CC(C)(c2ccc(Cl)cc2)c2ccccc2N1 (centres undefined)
- mHTT-CaM PPI inh: 85.0*
- Pf apPOL inh: -9.8

SMILES: Cc1ccc(-n2nc(C)c3sc(N4CCCC(C(=O)NCc5ccco5)C4)nc32)cc1 (centres undefined)
- mHTT-CaM PPI inh: 12.7
- Pf apPOL inh: -11.4

SMILES: CCOc1ccc(C2=NC(C(C)C)NC(c3ccccc3O)C2)cc1 (centres undefined)
- mHTT-CaM PPI inh: 9.0
- Pf apPOL inh: -5.0

An excerpt taken from the entries so far, for reference:
SMILES: O=C(CSc1nnc(-c2ccncc2)n1Cc1ccccc1)Nc1nnc(-c2ccco2)s1
- mHTT-CaM PPI inh: /
- Pf apPOL inh: 7.2

SMILES: Cc1nc(-c2ccc([N+](=O)[O-])cc2)nc2ccccc12
- mHTT-CaM PPI inh: 5.9
- Pf apPOL inh: -12.5

SMILES: Cc1ccc(C2CN(C(=O)c3ccccc3C)CC2C(=O)NCc2ccccn2)cc1 (centres undefined)
- mHTT-CaM PPI inh: 12.5
- Pf apPOL inh: -4.5

SMILES: COc1ccc(C=CC(=O)NCCC(O)c2ccoc2)cc1OC (centres undefined)
- mHTT-CaM PPI inh: 2.8
- Pf apPOL inh: -5.0

SMILES: CC(=O)NC1CCN(S(=O)(=O)c2ccccc2)C1 (centres undefined)
- mHTT-CaM PPI inh: -0.1
- Pf apPOL inh: 1.5

SMILES: O=C(NCc1ccccc1Cl)c1ccc2nc3cc(Cl)ccc3c(=O)n2c1
- mHTT-CaM PPI inh: 14.0
- Pf apPOL inh: -6.4

SMILES: O=C(CN1C(=O)CSCC1=O)Nc1ccc2c(c1)OCO2
- mHTT-CaM PPI inh: -6.2
- Pf apPOL inh: 3.5

SMILES: CN(N)c1nc(N2CCCC2)nc(N2CCCC2)n1
- mHTT-CaM PPI inh: 4.8
- Pf apPOL inh: 1.4

SMILES: S=C(NC1CCCCC1)Sc1ccc(Cl)cc1
- mHTT-CaM PPI inh: /
- Pf apPOL inh: 1.2

SMILES: CC1(C)CC(C)(c2ccc(Cl)cc2)c2ccccc2N1 (centres undefined)
- mHTT-CaM PPI inh: 85.0*
- Pf apPOL inh: -9.8

SMILES: Cc1ccc(-n2nc(C)c3sc(N4CCCC(C(=O)NCc5ccco5)C4)nc32)cc1 (centres undefined)
- mHTT-CaM PPI inh: 12.7
- Pf apPOL inh: -11.4

SMILES: CCOc1ccc(C2=NC(C(C)C)NC(c3ccccc3O)C2)cc1 (centres undefined)
- mHTT-CaM PPI inh: 9.0
- Pf apPOL inh: -5.0

Later entries
SMILES: CC(=O)N1CCN(S(=O)(=O)c2ccc3c(c2)OCCCO3)CC1
- mHTT-CaM PPI inh: -14.4
- Pf apPOL inh: -3.4

SMILES: CC1(C(=O)NCc2ccccc2)Cc2ccccc2C(=O)N1C1CCCC1 (centres undefined)
- mHTT-CaM PPI inh: -4.4
- Pf apPOL inh: -2.1

SMILES: Cc1ccc(C(=O)Nc2c3c(nn2-c2ccc(F)cc2)CS(=O)(=O)C3)cc1C
- mHTT-CaM PPI inh: 15.0
- Pf apPOL inh: -5.2

SMILES: Cc1nc(SCC(=O)Nc2nc3ccccc3s2)c2c(=O)n(C)c(=O)n(C)c2n1
- mHTT-CaM PPI inh: -8.9
- Pf apPOL inh: -0.4

SMILES: CC(C)c1ccc(CNC(=O)c2ccc3c(c2)N(C)C2CCCCN2C3=O)cc1 (centres undefined)
- mHTT-CaM PPI inh: -94.4
- Pf apPOL inh: -8.0

SMILES: COCC(C)NC(=O)C(=O)Nc1ccc(C(=O)OC)cc1 (centres undefined)
- mHTT-CaM PPI inh: -0.1
- Pf apPOL inh: 2.4

SMILES: O=S(=O)(c1cccnc1)N1CCC(n2c(-c3ccco3)nc3cccnc32)C1 (centres undefined)
- mHTT-CaM PPI inh: -0.6
- Pf apPOL inh: 1.3

SMILES: Cc1cc(C2CCCN2C(=O)c2cc3nc(-c4cccs4)cc(C(F)(F)F)n3n2)on1 (centres undefined)
- mHTT-CaM PPI inh: -6.6
- Pf apPOL inh: -3.8

SMILES: C=C(C)COc1ccc2c(=O)c(Oc3cccc(OC)c3)c(C)oc2c1
- mHTT-CaM PPI inh: -41.4
- Pf apPOL inh: -6.4

SMILES: CC(C)CCNC(=O)c1csc2c1CCCCC2
- mHTT-CaM PPI inh: -14.8
- Pf apPOL inh: -2.2

SMILES: CCOC(=O)N1CCN(C(=O)COc2ccc(C)c(C)c2)CC1
- mHTT-CaM PPI inh: 1.1
- Pf apPOL inh: -2.8

SMILES: COc1ccc(-c2cc(C(=O)N3CCCC3c3ccccc3C)no2)cc1 (centres undefined)
- mHTT-CaM PPI inh: 4.0
- Pf apPOL inh: 3.3

SMILES: Cc1ccc(-n2c(N)cc(=O)[nH]c2=O)cc1
- mHTT-CaM PPI inh: 0.5&2.0
- Pf apPOL inh: -2.7&-7.3

SMILES: CCN(CC)C(=O)Cn1cc(/C=C2\C(=O)NC(=O)N(c3cccc(C)c3C)C2=O)c2ccccc21
- mHTT-CaM PPI inh: 56.0*
- Pf apPOL inh: -4.9

SMILES: CCCn1c(N2CCCC(C(=O)NC(C)C)C2)nc2ccccc21 (centres undefined)
- mHTT-CaM PPI inh: 3.4
- Pf apPOL inh: -0.4

SMILES: CCCNC(=O)N1CCCN(C2CCN(Cc3ccccc3)C2=O)CC1 (centres undefined)
- mHTT-CaM PPI inh: -5.9
- Pf apPOL inh: 0.9

SMILES: COCCN(CCOC)S(=O)(=O)c1ccc(C(=O)N=c2sc3cc(C)ccc3n2C)cc1
- mHTT-CaM PPI inh: 2.0
- Pf apPOL inh: i

SMILES: CN(C)c1cc(NC(=O)CNC(C)(C)CC(C)(C)C)c2ccccc2n1
- mHTT-CaM PPI inh: -5.0
- Pf apPOL inh: 1.6

SMILES: CC(C)CC(NC(=O)COc1ccc(Cl)cc1Cl)C(=O)O (centres undefined)
- mHTT-CaM PPI inh: /
- Pf apPOL inh: -2.0

SMILES: COc1ccc(OCC(=O)Nc2ccc(OC)cc2[N+](=O)[O-])cc1
- mHTT-CaM PPI inh: 8.5
- Pf apPOL inh: -5.0

SMILES: Cc1cccc(N2C(=O)CSC2c2cccc(F)c2)c1 (centres undefined)
- mHTT-CaM PPI inh: -6.0
- Pf apPOL inh: -4.5

SMILES: CN1C(=O)c2ccc(NC(=O)Cc3ccc(Cl)cc3)cc2C1=O
- mHTT-CaM PPI inh: 0.0
- Pf apPOL inh: -0.9

SMILES: O=C(CN1CCCCC1c1nc(-c2ccc(F)cc2)no1)NCc1ccccc1 (centres undefined)
- mHTT-CaM PPI inh: 19.1
- Pf apPOL inh: -5.1

SMILES: COc1ccc(CN2CCN(Cc3ccc(OC)c(OC)c3OC)CC2)c(OC)c1
- mHTT-CaM PPI inh: 5.5
- Pf apPOL inh: -2.0

SMILES: COCC(=O)N1CCC2(CC1)Nc1cccnc1NC2=NCc1ccccc1
- mHTT-CaM PPI inh: 9.8
- Pf apPOL inh: 4.0

SMILES: Cc1noc(C)c1C1CCCN1C(=O)c1c(-c2c(F)cccc2Cl)noc1C (centres undefined)
- mHTT-CaM PPI inh: 0.9
- Pf apPOL inh: 1.7

SMILES: O=C(Cc1cccs1)NCc1cccnc1Oc1ccccc1
- mHTT-CaM PPI inh: -5.7
- Pf apPOL inh: 0.1

SMILES: COc1cc([N+](=O)[O-])ccc1NS(=O)(=O)c1c(C)cc(C)cc1C
- mHTT-CaM PPI inh: 4.8
- Pf apPOL inh: 0.0

SMILES: COc1nccc(N2CCC(CC(=O)NCc3cccc(Cl)c3)CC2)n1
- mHTT-CaM PPI inh: 6.4
- Pf apPOL inh: -3.9

SMILES: COc1cccc2cc(C(=O)Nc3nccs3)c(=Nc3ccccc3)oc12
- mHTT-CaM PPI inh: -1.0
- Pf apPOL inh: -3.0

SMILES: Cc1sc2c(=O)n(C3CC3)cnc2c1C(=O)Nc1ccccc1Cl
- mHTT-CaM PPI inh: -5.7
- Pf apPOL inh: -2.0

SMILES: O=C(CSc1nc2[nH]ncc2c(=O)n1-c1ccc(F)c(Cl)c1)NCc1ccccc1Cl
- mHTT-CaM PPI inh: 26.0
- Pf apPOL inh: -3.5

SMILES: O=C(NCCCn1ccnc1)c1cc(-c2ccc3c(c2)OCO3)on1
- mHTT-CaM PPI inh: 6.0
- Pf apPOL inh: 1.9

SMILES: O=c1c2cccc([N+](=O)[O-])c2[nH]n1-c1ccccc1
- mHTT-CaM PPI inh: 38.0
- Pf apPOL inh: -36.1

SMILES: COc1cccc(OCCOc2ccccc2Cl)c1
- mHTT-CaM PPI inh: -83.1
- Pf apPOL inh: -8.0

SMILES: O=C(Nc1ccc(-c2nc3ncccc3o2)cc1)c1cccnc1
- mHTT-CaM PPI inh: -5.0&2.1
- Pf apPOL inh: 0.5&-5.0

SMILES: O=C(NCCCn1ncccc1=O)Nc1ccc(Cl)cc1
- mHTT-CaM PPI inh: -13.3
- Pf apPOL inh: -4.4

SMILES: c1ccc2c(Sc3cccc4ccccc34)cccc2c1
- mHTT-CaM PPI inh: /
- Pf apPOL inh: -2.6

SMILES: Cc1cccc(C2CC(c3ccc(F)cc3)Nc3nc(N)nn32)c1 (centres undefined)
- mHTT-CaM PPI inh: 6.7
- Pf apPOL inh: 0.4

SMILES: COc1ccccc1Oc1ccc(S(=O)(=O)Nc2cccnc2)cc1
- mHTT-CaM PPI inh: -7.6
- Pf apPOL inh: -2.4

SMILES: CCN(CC)CCOc1ccc(/C(=C(/Cl)c2ccccc2)c2ccccc2)cc1
- mHTT-CaM PPI inh: /
- Pf apPOL inh: 4.3

SMILES: CCCCC[C@@H](C)N1C[C@@H](COCc2ccccc2)Oc2cc(N3CC[C@H](N(C)C)C3)ccc2S1(=O)=O
- mHTT-CaM PPI inh: 100.2*
- Pf apPOL inh: -6.0

SMILES: COc1ccccc1CN1C(=O)CCC1(C)C(=O)NC1CCC(C)CC1 (centres undefined)
- mHTT-CaM PPI inh: 3.0
- Pf apPOL inh: -1.7

SMILES: O=C(C1=C(O)C(=O)N(CCN2CCOCC2)C1c1ccc(Cl)cc1)c1ccco1 (centres undefined)
- mHTT-CaM PPI inh: 6.2
- Pf apPOL inh: -3.8

SMILES: Cc1cc(C(=O)N2CCCC(C)C2)nc2cc(-c3ccccn3)nn12 (centres undefined)
- mHTT-CaM PPI inh: -10.8
- Pf apPOL inh: -1.9

SMILES: Cc1[nH]c2ccccc2c1SCCNC(=O)c1c(F)cccc1Cl
- mHTT-CaM PPI inh: 19.0
- Pf apPOL inh: -8.5

SMILES: COc1cccc(/C=C2/N=C(c3ccc(-c4ccccc4)cc3)OC2=O)c1OC
- mHTT-CaM PPI inh: 1.0
- Pf apPOL inh: -1.7

SMILES: COc1ccc(C=O)cc1OCc1ccc([N+](=O)[O-])cc1
- mHTT-CaM PPI inh: 4.2
- Pf apPOL inh: -1.3

SMILES: COc1ccc(C2=N/C(=C/c3ccc4c(c3)OCO4)C(=O)O2)c(Cl)c1
- mHTT-CaM PPI inh: -1.0
- Pf apPOL inh: 2.1

SMILES: Cc1ccc(-n2cc(C3CCN(C(=O)c4ccccc4F)CC3)cn2)cc1
- mHTT-CaM PPI inh: 7.3
- Pf apPOL inh: -4.4

SMILES: CC(C)C(=O)Oc1ccc2cc(-c3ccccc3)c(=O)oc2c1
- mHTT-CaM PPI inh: 0.4
- Pf apPOL inh: -2.3

Pulled by structure from above (2):
SMILES: COc1ccc(C2=N/C(=C/c3ccc4c(c3)OCO4)C(=O)O2)c(Cl)c1
- mHTT-CaM PPI inh: -1.0
- Pf apPOL inh: 2.1

SMILES: Cc1[nH]c2ccccc2c1SCCNC(=O)c1c(F)cccc1Cl
- mHTT-CaM PPI inh: 19.0
- Pf apPOL inh: -8.5

Compound activity deposited in PubChem BioAssay by University of Kansas High Throughput Screening Laboratory.
